KB-V1 cytotox – KB-V1 MDR subline cytotoxicity | Potency, µM (series often up to 46.1 µM), without a hit: top-dose activity change, negative = cytotoxicity, hits mostly cytotoxic | 400,000 tested, 3.4% active | AID 1347076 | KB-V1 MDR cells viability, CellTiter-Glo, 72 h; also: potency is read from the fitted curve at half-maximal effect; % is scaled to controls: 0 for no effect and ±100 for the full control effect; nearly all actives have a fitted effect of over 60% in size
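Potencies derive from concentration-effect curves fitted to normalized luminescence (CellTiter-Glo) of KB-V1 cells treated for 72 h at 37 degrees C in phenol-red-free DMEM containing 10% FBS.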
GLP1R cytotox – cytotoxicity counter-screen for GLP-1 receptor inverse agonists | HEK293 cAMP-luciferase reporter cells, luminescence, 24 h | Potency, µM (doses to about 38.3 µM), for inactives: top-dose activity change, negative = inhibition, usual class: inhibitors | 410,000 tested, 0.13% active | AID 624418;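 also: loss of luciferase light is scored as toxicity; potency is read from the fitted curve at half-maximal effect; % is scaled to controls: 0 for no effect and ±100 for the full control effect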
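Here, cytotoxicity is scored as loss of luminescence. The MLSMR collection was tested on cells seeded in medium containing 10% Nu serum, with a 24 hr compound exposure preceded by 12 hours of culture.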
aSyn yeast inh – inhibitors of alpha-synuclein toxicity in yeast | Yeast expressing alpha-synuclein, growth rescue, BacTiter-Glo, 24 h | Potency, µM (top dose mostly 46.1 µM), without a hit: top-dose growth rescue (activation), most hits filed as activators | 370,000 tested, 0.14% active | AID 652106; also: potency is read from the fitted curve at half-maximal effect; % of control where 0% means no effect; nearly all actives have a fitted effect of over 65% in size
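Galactose-induced alpha-syn yeast (OD600=0.02, raffinose-pregrown) + pinned cpd, 24 hr, 30 deg C; growth by BacTiter-Glo luminescence. Growth restoration scores as activation.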
GLP1R inv ag – acts as inverse agonist at human GLP-1 receptor | P43220 | HEK293 GLP-1R CRE-luciferase, luminescence, 24 h; GLP-1R form is constitutively active | Potency, µM (titrated, usually from 38.3 µM), for inactives: top-dose activity change, negative = inhibition, usual class: inhibitors | 410,000 tested, 1.6% active | AID 624417; also: potency is read from the fitted curve at half-maximal effect; % is scaled to controls: 0 for no effect and ±100 for the full control effect; nearly all actives have a fitted effect of over 55% in size
Target sequence (P43220 whole entry, looked up): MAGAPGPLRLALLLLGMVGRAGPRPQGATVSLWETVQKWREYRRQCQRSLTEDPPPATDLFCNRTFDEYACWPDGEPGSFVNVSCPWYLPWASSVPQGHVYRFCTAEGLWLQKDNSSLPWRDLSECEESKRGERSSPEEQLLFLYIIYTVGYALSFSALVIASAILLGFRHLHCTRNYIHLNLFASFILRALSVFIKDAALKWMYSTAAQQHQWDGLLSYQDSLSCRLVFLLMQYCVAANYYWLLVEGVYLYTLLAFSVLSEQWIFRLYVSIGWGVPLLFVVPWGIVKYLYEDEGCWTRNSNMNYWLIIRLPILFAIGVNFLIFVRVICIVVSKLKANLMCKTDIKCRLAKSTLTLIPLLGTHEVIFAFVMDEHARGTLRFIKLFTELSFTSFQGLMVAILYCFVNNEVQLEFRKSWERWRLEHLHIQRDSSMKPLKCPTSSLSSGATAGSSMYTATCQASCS
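Readout was luciferase luminescence, measured 12 min after detection reagent at room temperature. Beforehand, GLP-1R reporter HEK293 cells had sat 12 h, then received compounds for 24 hr at 37 deg C.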
PTHR1 agonist – agonists of human PTHR1 parathyroid hormone receptor | Q03431 | HEK293 GP2 PTHR1 cells, GloSensor cAMP luminescence, 1 h | Potency, µM (series often up to 115 µM), for inactives: at the top dose activation, usual class: activators | 410,000 tested, 0.075% active | AID 743266; also: potency is read from the fitted curve at half-maximal effect; nearly all actives have a fitted effect of over 55% in size; some results filed as inactive show a strong effect at the top dose; inactives centre near -15; many of its hits are not listed in these tables
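HEK-293-derived GP2 cells expressing PTHR1 and a GloSensor cAMP reporter, 3,000/well, plated overnight, given luciferin plus IBMX (each 0.5 mM as added) for 1 h at 37 °C, then compound for 1 h at 37 °C. Luminescence was read after 15 min at room temperature.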
DRD3 agonist – activates the human D3 dopamine receptor; P35462; D3R DiscoveRx beta-arrestin cells, luminescence, 90 min; max activation, %; 410,000 tested, 0.58% active; AID 652048; in the data active = max activation above about 30%; also: 0% is about no effect; mostly tested at two doses, the higher about 12 µM
Target sequence (P35462 whole entry, looked up): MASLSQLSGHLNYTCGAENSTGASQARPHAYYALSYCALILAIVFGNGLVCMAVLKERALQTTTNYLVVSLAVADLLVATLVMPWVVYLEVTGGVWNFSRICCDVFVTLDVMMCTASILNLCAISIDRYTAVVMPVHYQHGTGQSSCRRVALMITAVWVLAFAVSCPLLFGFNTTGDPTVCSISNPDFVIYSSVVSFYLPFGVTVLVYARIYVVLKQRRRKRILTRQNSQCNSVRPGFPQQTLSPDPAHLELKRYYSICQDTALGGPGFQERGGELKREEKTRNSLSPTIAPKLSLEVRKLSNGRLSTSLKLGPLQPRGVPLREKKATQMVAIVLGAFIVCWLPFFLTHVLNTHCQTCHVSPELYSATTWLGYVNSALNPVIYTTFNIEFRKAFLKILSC
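Agonist mode: compounds and dopamine controls were applied to plated cells for 90 min at 37 degrees C after an overnight attachment at 1500 cells/well. Luminescent read-out followed 30 - 60 minutes at room temperature with DiscoveRx detection reagent.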
D3 antag – D3 dopamine receptor (human) antagonism | D3R cells, DiscoveRx beta-arrestin luminescence, antagonist mode; stronger effect = lower value | P35462 | AID 652054 | 360,000 tested, 2.5% active | max response, negative = inhibition, %; in the data active = max response below about -50%; inconclusive = no clear call, values can overlap the other calls; also: % is scaled to controls: 0 for no effect and ±100 for the full control effect; mostly tested at two doses, the higher about 12 µM
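Cells plated overnight at 1500 cells/well, then exposed to library compounds with dopamine controls for 90 minutes at 37 degrees C. DiscoveRx reagent added for 30–60 minutes at room temperature; luminescence read, quantitative HTS format.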
TDP-43 yeast inh – rescues yeast growth from TDP-43 toxicity; TDP-43 expressing yeast growth rescue, BacTiter-Glo, 24 h; Potency, µM (highest dose often 46.1 µM), without a hit: at the top dose growth rescue (activation), hits mostly activators; 410,000 tested, 1.8% active; AID 652104; also: potency is read from the fitted curve at half-maximal effect; % of control where 0% means no effect; nearly all actives have a fitted effect of over 50% in size
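Readout is BacTiter-Glo luminescence of cell growth, so inhibitors register as activators. TDP-43-expressing yeast at OD600=0.02 in galactose medium, after raffinose pregrowth to mid-log, were incubated with compound for 24 hr at 30 deg C.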
GLP-1R agonist – activates the human GLP-1 receptor. P43220. HEK293 GLP-1R CRE-luciferase, luminescence, 4-6 h; cells express a hypersensitive GLP-1R form. Potency, µM (doses to about 45.6 µM), for inactives: at the top dose activation, usual class: activators. 380,000 tested, 0.007% active. AID 624172; also: potency is read from the fitted curve at half-maximal effect; % of control where 0% means no effect
* hit, by the source's call; i = inactive; ? = inconclusive; nt = not tested or not shown; [ ] = remark or other dose. Unless noted, calls follow the shape of the dose curve; as a rule, active = well fitted curve in the direction sought with a large enough effect; inconclusive = small, poorly fitted or top-dose-only effect, or another doubt; inactive = no such curve, though single readings can be large; an effect the other way counts as inactive or inconclusive. Not all compounds are listed. The share of hits here may be higher or lower than overall.

SMILES	KB-V1 cytotox	GLP1R cytotox	aSyn yeast inh	GLP1R inv ag	PTHR1 agonist	DRD3 agonist	D3 antag	TDP-43 yeast inh	GLP-1R agonist
Cc1ccc(S(=O)(=O)c2cnc(-c3ccccc3)nc2N2CCN(C)CC2)cc1	-11%	-3%	-1%	?	-6%	-15	?	22%	2%
Cc1ccc(N=Cc2ccccc2O)cc1Cl	?	11%	7%	-27%	-38%[inhibitor]	0	-5	8%	0%
NC(=O)CCC(=O)N1CCCC(C(=O)c2ccc(C(F)(F)F)cc2)C1 (stereo unspecified)	?	5%	-4%	10%	-9%	-4	1	4%	-6%
O=C1N[C@@H](c2ccccc2)COC(=O)[C@H](Cc2ccc(F)cc2)CC/C=C/C[C@H]1CC(=O)N(CCO)Cc1ccccc1	0%	-9%	0%	?	-17%	-5	-12	-2%	-3%
Cc1cc(=O)[nH]c(SCC(=O)NCCC2=CCCCC2)n1	?	-1%	0%	26%	i	14	7	-20%[1.82 µM]	5%
CCOC(=O)/C(=N\Nc1cccc(C(F)(F)F)c1)N1CCOCC1	0%	1%	1%	?	-90%[inhibitor]	-3	5	16%	2%
O=C(CN1CCN(C(=O)C2COc3ccccc3O2)CC1)Nc1ccccc1 (stereo unspecified)	8%	-5%	?	-11%	i	5	3	14%	9%
O=C1NC(c2ccccc2O)Nc2ccccc21 (stereo unspecified)	-13%	11%	-10%	-12%	-22%	-8	13	-6%	-1%
CCN(C(=O)c1ccc(Cl)c(S(=O)(=O)Nc2c(C)n(C)n(-c3ccccc3)c2=O)c1)c1ccccc1	0%	-11%	-5%	-7%	i	3	9	16%	-5%
O=C(O)CC(NC(=O)C1c2ccccc2Oc2ccccc21)c1ccc(OC2CCCC2)cc1 (stereo unspecified)	7%	-1%	-3%	-12%	-22%	-13	-25	-10%	14%
CCN1C(=O)/C(=C/N2CCc3ccccc3C2)SC1=S	?	?	16%	36%[activator]	-16%	4	-14	-14%	13%
CCOCCOC(=O)C1=C(C)NC(=O)NC1c1cc2c(cc1Br)OCO2 (stereo unspecified)	-10%	5%	1%	-5%	-33%[inhibitor]	11	3	8%	17%
CCCCCn1cnc2c(sc3nc4c(cc32)CSC(C)(C)C4)c1=O	15µM*	13%	-2%	?	-79%[inhibitor]	2	57	9%	5%
N#CCCN1CCN(C(=S)c2ccc(-c3cc(Cl)ccc3Cl)o2)CC1	6.5µM*	-3%	3%	10%	-16%	-3	-12	?	7%
CC(=O)N1C[C@H]2CON(C)[C@H]2C[C@H]1c1cccc(N2CCOCC2)c1	9%	16%	11%	11%	1%	-3	-5	-10%	5%
O=C1N(c2ccccc2)C(c2ccc(Cl)cc2)N2CCCN12 (stereo unspecified)	?	-8%	1%	?	-7%	-5	5	-13%	0%
COc1ccc(CCNS(=O)(=O)c2cccc3nsnc23)cc1OC	5%	-13%	-9%	2%	i	1	-7	-13%	2%
CS(=O)(=O)c1nc([N+](=O)[O-])nn1CCCc1ccccc1	?	?	-14%	?	-32%[inhibitor]	-4	-26	18µM*	-2%
c1ccc(CSc2ccc(-c3ccccn3)nn2)cc1	?	-13%	9%	-25%	-27%	0	6	-27%	-1%
O=C(CSc1n[nH]c(-c2ccncc2)n1)NC1CCS(=O)(=O)C1 (stereo unspecified)	?	-12%	1%	0%	0%	1	18	6%	0%
Cc1nc(-c2ccc(C(=O)Nc3cc(S(N)(=O)=O)ccc3C)cc2)cs1	12%	-1%	-3%	35%[activator]	i	0	70	-11%	-2%
O=C(CSC(=S)N1CCCC1)NCCc1ccccc1	23%	7%	6%	2%	-5%	4	13	-16%	3%
O=C1c2[nH]nc(-c3ccccc3O)c2C(c2ccc(Cl)cc2)N1Cc1ccco1 (stereo unspecified)	-23%	-28%	nt	?	i	3	nt	?	nt
OC(CC#CCN1CCCCC1)(c1ccccc1)c1ccccc1	-24%	2%	-18%	?	-38%[inhibitor]	-36	-52*	-19%	7%
O=c1oc(-c2cccs2)nc2scc(-c3cccs3)c12	-3%	-1%	-6%	7%	-19%	7	-10	-12%	-5%
O=C(c1cccnc1)N1CCN(S(=O)(=O)c2cccc(Cl)c2)CC1	-19%	-11%	1%	-5%	i	7	8	3%	-6%
COc1ccc(NC(=O)CSc2nccn2Cc2ccc(F)cc2)cc1	-10%	5%	7%	-21%	-33%[inhibitor]	-6	-15	?	10%
COCCn1c(N)c(N(Cc2ccccc2)C(=O)c2ccc(C#N)cc2)c(=O)[nH]c1=O	17%	-2%	1%	3%	-8%	8	11	-1%	-3%
COc1ccc(C2=CSC3=NCCN23)cc1OC	19%	-5%	9%	7%	-26%	-4	31	-5%	6%
Cc1ccccc1NC(=O)C(C)O/N=C/c1cccc([N+](=O)[O-])c1 (stereo unspecified)	-10%	76%[activator]	-9%	17%	-30%	-2	-6	20%	19%
COc1ccc(-c2cc(OC(=O)c3ccccc3C)c3c(C)oc(C)c3c(=O)c2)cc1	39%	-19%	nt	-12%	-17%	9	nt	25%	nt
Cc1ccc(S(=O)(=O)N2CCN(C(=O)CSc3nnc(C)s3)C2)cc1	-13%	-4%	1%	6%	-8%	4	11	12%	6%
Cc1ccc(S(=O)(=O)c2nc(S(C)(=O)=O)sc2N2CCCCC2C)cc1 (stereo unspecified)	?	-22%	2%	3.5µM*	-45%[inhibitor]	-4	-10	9%	-3%
O=C(CN(c1cccc(Cl)c1)S(=O)(=O)c1ccc(Cl)cc1)NCc1ccccn1	nt	-11%	10%	?	-19%	-21	0	5%	-2%
COc1cccc(/C=C/C(=O)OCC(=O)Nc2cc(S(=O)(=O)N3CCOCC3)ccc2C)c1	6%	-3%	5%	9%	-29%	0	1	16%	6%
Cc1ccc(C(C(=O)NC2CCCCC2)N(Cc2ccco2)C(=O)C2COc3ccccc3O2)o1 (stereo unspecified)	?	16%	0%	?	i	-1	?	-13%	-5%
CNC(=S)N1CCN(c2nc(-c3ccc(F)cc3)cs2)CC1	11%	1%	-4%	1%	-37%	-7	-19	15%	12%
Fc1ccc(C2=NNC(=NCc3ccccc3)SC2)cc1F	?	?	1%	?	-3%	-5	-4	-9%	6%
COc1ccc(-c2cc(=O)oc3c(C)c(OCC(=O)NCCCn4ccnc4)ccc23)cc1	11%	3%	2%	-6%	i	-16	21	11%	20%
Cc1ccsc1C1C2=C(CC(C)(C)CC2=O)Nc2ncnn21 (stereo unspecified)	10%	-4%	-4%	-19%	-16%	-5	-1	-1%	-1%
Cc1cccc(C)c1-n1nnnc1-c1cnccc1C(F)(F)F	-7%	-4%	6%	-24%	i	-5	6	17%	2%
CC(CC(=O)O)CC(=O)NNC(=O)c1cccc(Br)c1 (stereo unspecified)	9%	?	1%	7%	i	16	3	-5%	-1%
CC(NC(=O)Cn1nc(C(=O)O)c2ccccc2c1=O)c1ccccc1 (stereo unspecified)	?	1%	2%	-7%	-12%	-3	0	-2%	-14%
CN1CCN(C(=O)C(=O)Nc2c3c(nn2-c2cccc(Cl)c2)CSC3)CC1	-1%	5%	nt	16%	i	15	nt	13%	nt
O=C1CCC(=O)N1OCCCOc1ccc2c(c1)CCC2	7%	-6%	-10%	0%	i	0	0	3%	-20%
O=S(=O)(/N=C(/Nc1ccccc1)c1ccccc1O)c1ccccc1	-1%	5%	-6%	13%	101%	1	-13	27%	-3%
CN(Cc1ccccc1)C(=O)c1[nH]cnc1C(=O)Nc1nccs1	3%	-7%	-12%	7%	i	17	-7	24%	1%
CCOC(=O)/C(=C\c1ccccc1)C(=O)c1cc(C(C)=O)c(Nc2ccccc2)s1	?	-29%	28%	0%	-7%[57.5 µM]	-15	?	-11%	3%
COC(=O)CNC(=O)COC(=O)/C=C/c1ccc(F)cc1	-10%	12%	-8%	9%	27%	-2	-8	-8%	5%
CCc1ccc(C(O)c2ncc(-c3cccc(F)c3)[nH]2)cc1 (stereo unspecified)	3%	2%	1%	?	-3%	-2	11	6%	15%
COC(=O)c1c(NC(=O)C(C)Oc2ccc(Cl)c(C)c2)sc(C)c1C (stereo unspecified)	-20%	10%	nt	-7%	-4%	-8	nt	16%	nt
Cc1ccc(NC(=O)CCS(=O)(=O)c2cc3[nH]c(=O)c(=O)[nH]c3cc2C)cc1	1%	3%	-6%	5%	-18%	-5	-6	-10%	-1%
Cc1ccccc1NS(=O)(=O)c1ccc2[nH]c3c(c2c1)CCCCC3	?	-12%	?	10µM*	-33%[inhibitor]	-10	nt	?	0%
CN(C)c1nc(SCc2ccccc2)nc(N2CCOCC2)n1	-12%	-9%	15%	-20%	-20%	2	-18	10%	22%
CS(=O)(=O)N1CCN(c2ccc(NC(=O)CSc3ccc(Cl)cc3)cc2)CC1	8%	5%	-1%	-13%	-3%[57.5 µM]	3	10	12%	-1%

3 records drawn at random from those above:
SMILES	KB-V1 cytotox	GLP1R cytotox	aSyn yeast inh	GLP1R inv ag	PTHR1 agonist	DRD3 agonist	D3 antag	TDP-43 yeast inh	GLP-1R agonist
O=C(CN1CCN(C(=O)C2COc3ccccc3O2)CC1)Nc1ccccc1 (stereo unspecified)	8%	-5%	?	-11%	i	5	3	14%	9%
COc1cccc(/C=C/C(=O)OCC(=O)Nc2cc(S(=O)(=O)N3CCOCC3)ccc2C)c1	6%	-3%	5%	9%	-29%	0	1	16%	6%
CS(=O)(=O)N1CCN(c2ccc(NC(=O)CSc3ccc(Cl)cc3)cc2)CC1	8%	5%	-1%	-13%	-3%[57.5 µM]	3	10	12%	-1%
